GPR151 activ = human GPR151 activation; Q8TDV0; PathHunter beta-arrestin GPR151 cells, luminescence; activation, % at 11.2 µM; 650,000 compounds, 1% hits; AID 1508602; in the data active = activation above about 4.9%;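 also: 0% = median of compound wells and 100% = cells with positive control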
Target sequence (Q8TDV0 whole entry, looked up): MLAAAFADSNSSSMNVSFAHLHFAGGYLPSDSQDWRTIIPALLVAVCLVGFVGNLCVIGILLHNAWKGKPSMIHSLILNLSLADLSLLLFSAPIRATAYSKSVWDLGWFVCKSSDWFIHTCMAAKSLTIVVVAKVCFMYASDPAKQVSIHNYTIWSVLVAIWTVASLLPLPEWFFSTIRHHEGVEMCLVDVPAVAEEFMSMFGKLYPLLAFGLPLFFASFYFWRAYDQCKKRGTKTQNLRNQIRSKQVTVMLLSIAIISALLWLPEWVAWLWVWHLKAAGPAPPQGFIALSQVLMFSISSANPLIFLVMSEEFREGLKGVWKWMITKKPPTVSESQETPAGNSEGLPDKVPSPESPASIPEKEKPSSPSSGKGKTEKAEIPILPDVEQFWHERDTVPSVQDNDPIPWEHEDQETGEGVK
TEAD-YAP inh = TEAD-YAP interaction inhibition. HEK-TIYL cells, TEAD-Gal4/YAP UAS-luciferase luminescence. inhibition, % at 9.12 µM. 640,000 compounds, 1.4% hits. AID 1259422; in the data active = inhibition above about 32%;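 also: 0% = median of test compound wells and 100% = reference inhibitor wells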
MITF primary = human MITF inhibition, primary screen | inhibition, % at 2.6 µM | 650,000 compounds, 0.91% hits | AlphaScreen MITF homodimerization, bead proximity signal; in the data active = inhibition above about 50%;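 also: 0% = vehicle wells with protein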
FBW7 activator = human FBW7 E3 ligase activation, primary screen; Q969H0; AlphaScreen FBW7–phospho-cyclin E peptide binding, activator screen; normalized activity (activation), % at 26.1 µM; 650,000 compounds, 0.13% hits; AID 1259310; in the data active = normalized activity above about 1.9%;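 also: purified mutant Fbw7 with reduced substrate affinity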
Target sequence (Q969H0 whole entry, looked up): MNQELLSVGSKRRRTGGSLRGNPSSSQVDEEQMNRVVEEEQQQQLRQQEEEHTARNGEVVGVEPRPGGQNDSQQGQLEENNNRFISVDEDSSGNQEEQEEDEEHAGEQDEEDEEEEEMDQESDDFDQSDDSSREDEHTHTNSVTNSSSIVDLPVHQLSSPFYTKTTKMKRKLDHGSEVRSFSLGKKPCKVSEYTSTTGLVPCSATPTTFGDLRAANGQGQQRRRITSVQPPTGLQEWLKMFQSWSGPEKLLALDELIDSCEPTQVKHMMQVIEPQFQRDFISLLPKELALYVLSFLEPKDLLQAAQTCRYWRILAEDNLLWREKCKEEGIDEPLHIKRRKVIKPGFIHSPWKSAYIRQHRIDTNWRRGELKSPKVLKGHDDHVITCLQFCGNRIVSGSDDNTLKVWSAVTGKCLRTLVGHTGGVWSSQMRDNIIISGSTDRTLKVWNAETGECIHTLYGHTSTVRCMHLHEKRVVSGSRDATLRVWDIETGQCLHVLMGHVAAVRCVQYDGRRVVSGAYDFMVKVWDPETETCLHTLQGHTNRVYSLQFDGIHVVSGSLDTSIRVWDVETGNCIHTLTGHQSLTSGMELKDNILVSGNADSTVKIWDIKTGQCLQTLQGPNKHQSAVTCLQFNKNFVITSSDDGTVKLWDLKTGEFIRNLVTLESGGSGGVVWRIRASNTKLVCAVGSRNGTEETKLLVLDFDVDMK
The depositor's hits bear a star; . = no result given. Compounds as they come (roughly 3.4% active in at least one column).

SMILES | GPR151 activ | TEAD-YAP inh | MITF primary | FBW7 activator
CNC(=O)C(=O)NCC1OCCN1S(=O)(=O)c1ccc(Br)cc1 (configuration not stated) | -1.7 | 8 | 9 | 1.6
Cc1cccc(-n2nc3c(c2NC(=O)COc2ccc(Cl)cc2)CSC3)c1 | 0.7 | 1 | -3 | -0.1
CC1CN(Cc2oc(CO)cc(=O)c2O)CC(C)O1 (configuration not stated) | -0.3 | -7 | 8 | 0.0
Cc1c(OC(=O)N2CCOCC2)ccc2c1O/C(=C\c1ccco1)C2=O | 1.4 | -9 | 6 | -0.5
O=C(Cn1cnc2ccccc21)NCCc1ccsc1 | 4.9 | -22 | -3 | -0.2
CCN(CC)S(=O)(=O)c1ccc(N/N=C/c2ccccc2Br)nc1 | 1.6 | 0 | 1 | 0.1
O=C(COC(=O)c1cc[n+]([O-])cc1)Nc1ccc(I)cc1 | 0.4 | 1 | 1 | -0.1
COc1ccc(OC)c(S(=O)(=O)NCc2nnc(SC)n2-c2ccccc2C)c1 | 0.0 | -7 | -5 | 0.0
O=S(=O)(N=S(=O)(/C=C/c1ccccc1)c1ccccc1)c1ccccc1 (configuration not stated) | 0.0 | 35* | 84* | 0.2
COc1ccc(C2C(C#N)=C(N)N(c3ccc(Cl)cc3)C3=C2C(=O)CCC3)cc1OC (configuration not stated) | 2.7 | 7 | 13 | 0.1
O=c1/c(=C/c2ccc(Cl)cc2Cl)sc2nc3ccccc3n12 | 0.2 | -1 | 12 | 0.0
CCOC(=O)c1nnn(CC(=O)Nc2ccc(OC)c(Cl)c2)c1C(=O)OCC | -0.2 | -8 | 13 | -0.1
COc1ccccc1CNC(=O)CN(c1ccc(F)cc1)S(C)(=O)=O | -0.7 | 9 | 11 | 0.3
Cc1cccc(NC(=O)Cc2ccc([N+](=O)[O-])cc2)c1 | 0.6 | -12 | 11 | 0.0
CC(C)CC(NC(=O)/C(=C\c1ccco1)NC(=O)c1ccccc1)C(=O)OCc1ccccc1 (configuration not stated) | 0.5 | -5 | 18 | 0.1
COc1ccc(C)cc1NC(=O)NCCNc1cc(-n2ccnc2C)nc(C)n1 | -0.4 | 13 | -5 | -0.2
O=C(NCCc1ccccc1)C1c2ccccc2Oc2ccccc21 | 0.4 | -15 | -3 | 0.1
CCOc1ccc2nc(NC(=O)c3nc(SC)ncc3Cl)sc2c1 | -1.7 | -1 | -18 | 0.0
O=C(CC1CCCC1)N1CCC2(CC1)OCc1ccccc1O2 | -0.5 | -11 | 7 | -0.1
CCCCC[C@H](O)/C=C/[C@@H]1[C@H]2C[C@@H](CCCCC(=O)O)O[C@H]2C[C@H]1O | 0.2 | . | -6 | .
Cc1cc(=O)n2nc(N(C)CC(=O)N3CCN(c4ccccc4)CC3)sc2n1 | -2.6 | 13 | 6 | 0.6
CC1=C(C(=O)Nc2ccc(C)cc2C)C(c2ccccc2F)NC(=S)N1 (configuration not stated) | 0.8 | 0 | 17 | 1.0
CC1(C)CC(=O)C2=C(C1)N(c1ccccc1C(F)(F)F)C(N)=C(C#N)C2c1ccsc1 (configuration not stated) | -1.4 | -11 | 13 | 0.0
O=C1c2cccnc2C(=O)N1Cc1ccc(F)cc1S(=O)(=O)NC1CCCC1 | -2.1 | 13 | 13 | 0.0
COc1ccc(Nc2c(-c3ccc(N(C)C)cc3)nc3cnccn23)cc1 | 0.4 | -3 | 6 | 0.1
CCOC(=O)C1=C(C)N=c2s/c(=C\c3ccc(N4CCCCC4)o3)c(=O)n2C1c1ccc(N(C)C)cc1 (configuration not stated) | 1.3 | 10 | 11 | -0.1
COc1ccc(-c2cc(C(=O)Nc3cc(C)ccc3O)no2)cc1OC | 1.6 | 2 | 8 | 0.0
CC(=O)N1CCN(S(=O)(=O)c2c(F)cc(F)c(Cl)c2F)CC1 | 1.3 | 3 | -3 | -0.1
CCCCn1c(CNC(=O)COc2ccccc2)nnc1SCC(=O)Nc1sc2c(c1C(=O)OCC)CCCCC2 | -0.1 | -4 | 3 | 0.0
O=C(NCCc1cccc(Cl)c1)c1cc2ccccc2oc1=O | 1.3 | 8 | -3 | -0.1
COc1ccc(CN2C(=O)C3C(C(=O)Nc4ccc(OC)cc4)C4C=CC3(O4)C2C(=O)NC2CCCCC2)cc1 (configuration not stated) | 1.5 | 9 | 1 | 0.0
COc1ccc(-c2nc(C(N)=O)c3[nH]c(=O)n(-c4ccccc4OC)c3n2)c(OC)c1 | -2.5 | -19 | 12 | 0.2
Cc1ccc2c(c1)N(CCC(=O)NC(C)C)C(=O)CO2 | 0.7 | 0 | 11 | 0.0
CCOC(=O)c1ccc2c(c1)C(=O)N(c1ccc(Oc3ccccc3C)cc1)C2=O | 1.2 | 1 | 13 | 0.0
O=C(O)C1CNC(c2ccc(F)cc2)S1 (configuration not stated) | -0.7 | 8 | 4 | 0.1
CCOC(=O)CN(C(=O)CSc1nnc(-c2ccoc2C)o1)c1ccccc1 | 0.0 | 9 | 8 | -0.1
Cc1nc2ccccc2n1CCOc1ccc([N+](=O)[O-])cc1 | 0.5 | -7 | 7 | 0.1
OCCN1CCN(C(=S)Nc2ccc(Nc3ccccc3)cc2)CC1 | 0.6 | 8 | -7 | -0.3
Cn1c(C(=O)O)cc2sc(Cl)cc21 | -0.2 | -12 | -1 | -0.1
COc1ccc(NC2CS(=O)(=O)CC2NCc2ccco2)cc1 (configuration not stated) | -0.8 | 7 | 10 | 0.5
O=C(N/N=C\c1ccc(Cl)cc1Cl)c1cnccn1 | -1.2 | -85 | -3 | -0.1
CCN(CCCNC(=O)c1ccc2c(c1)NC(=O)c1ccccc1N2)c1ccccc1 | -0.8 | 5 | -7 | 0.0
O=C(CCN1C(=O)c2ccc([N+](=O)[O-])cc2C1=O)Nc1cccc(O)c1 | -1.0 | 9 | 15 | -0.1
COC(=O)Cn1cnc2ccccc2c1=O | 1.3 | -3 | -4 | 0.2
O=C1c2cccc(O)c2C(=O)c2c(O)cc(CO)cc21 | 1.1 | -4 | 10 | -0.1
O=C1CCc2cc(C(=O)CCl)ccc2N1 | 1.3 | 13 | 18 | 0.9
O=[N+]([O-])c1ccc(Cl)cc1CN1CCN(CCO)CC1 | 3.0 | -2 | 13 | -0.1
CCN1CCOC(CC(=O)Nc2cccc(F)c2)C1=O (configuration not stated) | -0.8 | -16 | -6 | -0.2
CCS(=O)(=O)N1CCN(Cc2ccc3c(c2)OCO3)CC1 | -0.8 | -14 | 46 | 0.2
CCCNc1ccnc2c(-c3cccc(CO)c3)cnn12 | -4.6 | 102* | 2 | -0.4
CCc1ccc(NC(=O)C/C(C)=N/NC(=O)C(=O)NCCO)cc1 | 0.4 | -14 | -10 | -0.1
COc1cccc(/C=C2/C(=O)NC(=O)N(c3ccc(C)cc3)C2=O)c1 | 0.8 | 5 | 8 | -0.1
CCN(CC)CCCC(C)N=C(C)c1c(O)n(C)c(=O)n(C)c1=O (configuration not stated) | 0.0 | 9 | 9 | 0.0
Cc1cccc2cc(CN(Cc3ccco3)C(=O)c3ccco3)c(=O)[nH]c12 | 0.2 | -6 | -1 | 0.4
CN(C)C(=O)c1cc2cc(Br)ccc2oc1=O | -0.5 | -1 | -7 | 0.0
Cc1ccc(C2C3=C(CC(C)(C)CC3=O)N(Cc3ccc4c(c3)OCO4)C3=C2C(=O)CC(C)(C)C3)cc1 | 0.8 | 6 | 1 | 0.3
O=[N+]([O-])c1ccc(N2CCN(S(=O)(=O)c3cc(Br)c(Br)s3)CC2)cc1 | -0.7 | -2 | 2 | -0.2
COc1cccc(-n2c(/C=C/c3c(C)[nH]c4ccccc34)nc3ccccc3c2=O)c1 | 1.3 | 0 | 7 | 0.0
COc1ccc(NC(=O)c2ccc(C)c(S(=O)(=O)Nc3ccc(OC)cc3)c2)cc1 | -0.9 | 5 | 2 | 0.2
CCCCNc1cc(=O)oc2ccccc12 | 0.4 | 6 | 8 | 0.1

Single records, as listed above.
Profile of Cc1cccc2cc(CN(Cc3ccco3)C(=O)c3ccco3)c(=O)[nH]c12 : GPR151 activ: 0.2; TEAD-YAP inh: -6; MITF primary: -1; FBW7 activator: 0.4
Profile of CCCCNc1cc(=O)oc2ccccc12 : GPR151 activ: 0.4; TEAD-YAP inh: 6; MITF primary: 8; FBW7 activator: 0.1

Remaining list, next part:
SMILES | GPR151 activ | TEAD-YAP inh | MITF primary | FBW7 activator
COc1ccc(-c2nc(NCCc3ccc(O)cc3)nc(OC)n2)cc1 | 0.9 | 3 | 2 | -0.1
c1ccc2c(c1)nc1nc3no[nH]c3nc12 | -1.1 | 1 | 19 | -0.1
Cc1cccc(C)c1OCC(=O)N/N=C/c1cccc([N+](=O)[O-])c1O | 1.4 | 10 | 20 | -0.1
O=C(NCCO)c1ccc(N2C(=O)CCC2=O)cc1 | -0.4 | 0 | 3 | 0.0
COc1cccc(/C=N/NC(=O)CSc2cc(C)nc3ccc(C)cc23)c1O | 0.4 | 44* | 9 | -0.7
Cc1ncc2c(c1CNS(=O)(=O)c1cccs1)CCN(C(=O)C1=CCCC1)C2 | 0.1 | 0 | -2 | -0.2
Cc1cccc(-c2noc(CN(C(=O)C(Cl)(Cl)Cl)C(C)C)n2)c1 | -0.7 | -5 | -8 | -0.1
Cc1ccc(S(=O)(=O)Nc2ccc(N)cc2C)cc1 | 2.5 | 6 | 8 | -0.1
COc1ccc(-c2nc3s/c(=C\c4ccc(OC(C)=O)cc4)c(=O)n3n2)cc1OC | 1.3 | -1 | 6 | -0.1
Cc1cc(C(=O)CSc2nnc(-c3ccco3)o2)c(C)n1-c1ccc2c(c1)OCCO2 | 0.3 | -18 | 6 | 0.3
COCC(=O)NCC1CCC2(CCN(C/C(C)=C/c3ccccc3)CC2)O1 (configuration not stated) | 5.1* | 5 | -4 | -0.1
O=C(Nc1nnc(COc2ccc(Cl)cc2)s1)c1ccc(F)cc1 | -0.7 | 4 | 2 | 0.0
CC1CCc2c(sc(NC(=S)NC(=O)c3cccnc3)c2C#N)C1 (configuration not stated) | -1.0 | -10 | -2 | -0.2
O=C(Nc1nc(-c2cccs2)cs1)c1ccc2ncsc2c1 | -3.2 | -38 | 3 | 0.7
COC(=O)C1=C(C(=O)OC)SC(=C2C(=S)C(C)(C)N(C(=O)c3ccc(C(F)(F)F)cc3)c3ccc(C)cc32)S1 | -1.7 | 2 | 16 | 0.4
CN(CC(=O)OCC(=O)c1ccc(OC(F)F)cc1)S(=O)(=O)c1ccc(Cl)cc1 | 0.3 | 1 | 1 | 0.0
CN(C)c1ccc(NC(=S)Nc2ccccn2)cc1 | 4.3 | -48 | 71* | -0.1
O=C(O)c1cccc(N2C(=O)c3ccc(C(=O)c4ccc5c(c4)C(=O)N(c4cccc(C(=O)O)c4)C5=O)cc3C2=O)c1 | -1.3 | 6 | 24 | 0.1
CCNC(=O)CCCc1nc(-c2ccccc2Cl)no1 | -0.6 | 36* | 4 | -0.1
COCCCN1C(=O)CC(CC(=O)N(CCOC)C(C)C)(c2ccccc2C)C1=O (configuration not stated) | 0.0 | 0 | 2 | 0.1

Quoted from the listing:
c1ccc2c(c1)nc1nc3no[nH]c3nc12 in GPR151 activ: -1.1
COc1ccc(-c2nc3s/c(=C\c4ccc(OC(C)=O)cc4)c(=O)n3n2)cc1OC in FBW7 activator: -0.1

Continuation.
SMILES | GPR151 activ | TEAD-YAP inh | MITF primary | FBW7 activator
COC(=O)c1cc2cccc(OC)c2oc1=O | -1.0 | -4 | -3 | -0.3
CCCCN=Cc1c(C)[nH]n(-c2ccccc2)c1=S | 1.7 | 0 | 9 | 0.0
CC[C@H](C)[C@@H](NC(=O)OC1C(=O)c2ccc(OC)cc2O[C@@H]1c1ccc2c(c1)OCO2)C(=O)OC (some centres not stated) | 1.4 | . | -18 | -0.1
CC1CC(N(C(=O)c2ccc(Cl)cc2Cl)c2ccccc2)c2ccccc2N1C(=O)c1ccc(Cl)cc1 (configuration not stated) | 0.9 | -2 | -12 | 0.1
COc1cc(Nc2ncc(C)c(NCCc3ccc(O)cc3)n2)cc(OC)c1OC | 3.5 | 3 | 8 | -0.2
COc1ccc(/C=N/NC(=O)C(=O)Nc2cccc3ccccc23)cc1OC | 0.1 | 3 | -4 | 0.0
N#CCNC(=O)c1ccc(Cl)cc1[N+](=O)[O-] | 0.7 | 2 | 15 | -0.3
CCCCOc1ccc(NS(=O)(=O)c2cc(F)ccc2OC)cc1 | -0.4 | 2 | -8 | -0.1
O=C1CCC(CCC(=O)N2CC3CCC2C3)(Cc2cccs2)N1 (configuration not stated) | -0.7 | -5 | 4 | -0.1
C=C(C)CN1C(=O)NC(CC)(C2CCN(Cc3cc(OC)c(O)c(OC)c3)CC2)C1=O (configuration not stated) | -1.3 | -2 | 0 | 0.0
COC(=O)c1ccc(NC(=O)Cc2ccccc2)cc1 | -1.8 | -25 | -2 | -0.1

Gathered by group, the compounds so far with a CF3 group
SMILES | GPR151 activ | TEAD-YAP inh | MITF primary | FBW7 activator
CC1(C)CC(=O)C2=C(C1)N(c1ccccc1C(F)(F)F)C(N)=C(C#N)C2c1ccsc1 (configuration not stated) | -1.4 | -11 | 13 | 0.0
COC(=O)C1=C(C(=O)OC)SC(=C2C(=S)C(C)(C)N(C(=O)c3ccc(C(F)(F)F)cc3)c3ccc(C)cc32)S1 | -1.7 | 2 | 16 | 0.4

Random excerpt: 3 records from the list.
SMILES | GPR151 activ | TEAD-YAP inh | MITF primary | FBW7 activator
CCN(CCCNC(=O)c1ccc2c(c1)NC(=O)c1ccccc1N2)c1ccccc1 | -0.8 | 5 | -7 | 0.0
CN(C)C(=O)c1cc2cc(Br)ccc2oc1=O | -0.5 | -1 | -7 | 0.0
COC(=O)C1=C(C(=O)OC)SC(=C2C(=S)C(C)(C)N(C(=O)c3ccc(C(F)(F)F)cc3)c3ccc(C)cc32)S1 | -1.7 | 2 | 16 | 0.4
